AID2073 – inhibitors of Mint1-CaV2.2 protein interaction, biochemical, HTRF (AID 2073); Voltage-dependent N-type calcium channel subunit alpha-1B (Homo sapiens); HTRF protein-protein interaction, Mint1-CaV2.2; higher % means a stronger effect; inhibition, % at 20 µM, or IC50 in µM where a hit was titrated; actives 0.19% (n = 290,000); in the data active = inhibition mostly above about 51%, no sharp cut-off; inconclusive = no clear call, values can overlap the other calls; inactive = mostly below about 53%; also: some results filed as inactive read as strong as hits
KOR beta-arrestin-1 – KOR agonists, beta-arrestin recruitment, primary screen, cell-based, luminescence, uHTS (AID 1777). actives 0.02% (n = 280,000). Kappa-type opioid receptor (Homo sapiens). KOR beta-arrestin recruitment, luminescence; higher % means a stronger effect. one-dose activation, % at 10 µM; EC50 in µM for titrated hits; in the data active = activation above about 50%, passing the limit was not always enough; also: a part of the inactive calls stands beside numbers as strong as those of hits
West Nile antiviral – West Nile virus antiviral activity, cell-based, CPE readout (AID 1621); actives 0.02% (n = 290,000); one-dose CPE inhibition, % at 10 µM; IC50 in µM for titrated hits; West Nile virus-infected cells, CPE inhibition; higher % means a stronger effect; in the data active = a potency from the dose series; inconclusive = CPE inhibition mostly from about 3.7% at the one dose, without a potency; inactive = the rest, 99 in 100 with CPE inhibition below about 2.2%; also: strong numbers were not always called active
Dengue-2 NS5 capping – Dengue-2 NS5 methyltransferase inhibitors, primary screen, biochemical, confirmation dose response (AID 588689) | inhibition, % at 25 µM; hits with a dose series show IC50 in µM | Dengue-2 NS5 methyltransferase capping enzyme assay, biochemical; higher % means a stronger effect | actives 0.3% (n = 340,000); in the data active = a potency from the dose series; inconclusive = inhibition above about 29% without an active follow-up result
NOD1 inhibition – NOD1 signaling inhibitors, primary screen, cell-based, luminescence, uHTS (AID 1578); NOD1-driven NF-kB luciferase reporter cells, luminescence; higher % means a stronger effect; inhibition, % at 4 µM, or EC50 in µM where a hit was titrated; actives 1% (n = 290,000); in the data active = inhibition mostly above about 36%, no sharp cut-off; inactive = mostly below about 34%;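 also: HEK-293T reporter cells stimulated with the NOD1 agonist gamma-tri-DAP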
HEK293 NOD2/NF-kB – NOD2 signaling inhibitors, cell-based, luminescence, uHTS, HEK293 (AID 1566). HEK293 NOD2/NF-kB luciferase reporter, luminescence; higher % means a stronger effect. inhibition, % at 4 µM; hits with a dose series show EC50 in µM. actives 0.63% (n = 290,000); also: many of its hits are not listed in these tables
Yfh1-depleted yeast – enhancers of respiration in Yfh1-depleted yeast, dose response, Friedreich's ataxia, plus single-dose screen (AID 1465). actives 0.074% (n = 220,000). S. cerevisiae Yfh1-off respiration, WST-1 reduction, 72 h; higher fold induction means a stronger effect. fold induction at 50 µM, or EC50 in µM where a hit was titrated;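 active = fold induction of absorbance versus untreated yeast above a set limit, then at least 30% activation at any dose in follow-up; inconclusive = repeats straddling the limit, or above it without dose testing; inactive = fold induction below the set limit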;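 also: activators that raise dye reduction in frataxin-depleted yeast; strong numbers were not always called active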
HIV fusion peptide – inhibitors of HIV fusion peptide binding, primary screen, biochemical, uHTS, fluorescence dequenching (AID 1986); cell-free peptide binding, fluorescence dequenching, 30 min; higher % means a stronger effect; inhibition, % at 20 µM, or IC50 in µM where a hit was titrated; actives 0.3% (n = 290,000); in the data active = inhibition mostly above about 52%, no sharp cut-off; inactive = mostly below about 76%; also: some results filed as inactive read as strong as hits
KOR beta-arrestin-2 – KOR antagonists, beta-arrestin recruitment, cell-based, luminescence, uHTS (AID 1778). KOR beta-arrestin recruitment, luminescence, antagonist mode; higher % means a stronger effect. inhibition, % at 10 µM; hits with a dose series show IC50 in µM. actives 0.091% (n = 290,000); also: strong numbers were not always called active
Dengue-2 NS5 capping pilot replicate – recorded beside Dengue-2 NS5 capping, whose call it bears; inhibition, %; measured here: pilot screen replicate inhibition
Starred values were filed as active, the others as inactive; i = inactive; ? = inconclusive; nt = no result given; & = joins results of further samples; [ ] = dose if it differs, or a comment. Rule as the data show it, unless noted: active = inhibition above about 50%; inactive = the rest. Only part of the results is shown; the hit share may differ from the screen's.

SMILES | AID2073 | KOR beta-arrestin-1 | West Nile antiviral | Dengue-2 NS5 capping | NOD1 inhibition | HEK293 NOD2/NF-kB | Yfh1-depleted yeast | HIV fusion peptide | KOR beta-arrestin-2 | others
COCCCN(C(=O)Nc1ccc(C)c(C)c1)C(C)c1ccccn1 (configuration not stated) | -1% | -4.2% | -0.2% | -2% | -8% | 0% | i | 0.8% | 12%
Cc1ccc(S(=O)(=O)CC(=O)c2cc(C)c(O)c(C)c2)cc1 | 2% | -2.7% | -0.4% | -43% | 21% | 20% | i | -2.4% | -7%
COCCCn1c(C)cc(C(=O)COC(=O)CCc2nc3ccccc3c(=O)[nH]2)c1C | -7% | 3.2% | 0.2% | nt | 0% | 3% | i | -0.7% | -18%
CC(C)(CNc1ccc(C(F)(F)F)cc1[N+](=O)[O-])N1CCOCC1 | -7% | -1.0% | -0.6% | 3% | -25% | -9% | nt | 0.5% | 4%
O=C(Cn1nc(-c2ccccc2)ccc1=O)Nc1cccc(NC(=O)c2ccccn2)c1 | 13% | -5.3% | 0.9% | nt | -30% | 2% | i | 2.5% | -9%
CC[C@H](C)[C@@H](NC(=O)O[C@@H]1C(=O)c2cc(Br)ccc2O[C@H]1c1ccc2c(c1)OCO2)C(=O)OC | 3% | 1.8% | 1.1% | nt | -21% | -16% | i | 8.7% | 1%
COc1ccc2cc(CCNC(=O)c3ccc4c(c3)OCO4)c(=O)[nH]c2c1 | -2% | -2.3% | -0.2% | -1% | 6% | 8% | i | -1.3% | 36%
CSc1ccc(/C=C/c2cc(=O)c3ccccc3[nH]2)cc1 | 22% | 10% | -1.1% | 17% | 10% | -11% | i | 62% | 28%
CC1CCCCC1NC(=O)CSc1nnc(CN2CCOCC2)n1C (configuration not stated) | 19% | -2.7% | 0.2% | -2% | -13% | 5% | i | -1.2% | -16%
CS(=O)(=O)N1CCN(C(=O)c2ccc(F)cc2)CC1 | 19% | -5.2% | -0.1% | -9% | -8% | 9% | i | -0.1% | -37%

Looked up by structure from above (4):
SMILES | AID2073 | KOR beta-arrestin-1 | West Nile antiviral | Dengue-2 NS5 capping | NOD1 inhibition | HEK293 NOD2/NF-kB | Yfh1-depleted yeast | HIV fusion peptide | KOR beta-arrestin-2 | others
CC[C@H](C)[C@@H](NC(=O)O[C@@H]1C(=O)c2cc(Br)ccc2O[C@H]1c1ccc2c(c1)OCO2)C(=O)OC | 3% | 1.8% | 1.1% | nt | -21% | -16% | i | 8.7% | 1%
CS(=O)(=O)N1CCN(C(=O)c2ccc(F)cc2)CC1 | 19% | -5.2% | -0.1% | -9% | -8% | 9% | i | -0.1% | -37%
CSc1ccc(/C=C/c2cc(=O)c3ccccc3[nH]2)cc1 | 22% | 10% | -1.1% | 17% | 10% | -11% | i | 62% | 28%
CC(C)(CNc1ccc(C(F)(F)F)cc1[N+](=O)[O-])N1CCOCC1 | -7% | -1.0% | -0.6% | 3% | -25% | -9% | nt | 0.5% | 4%

(next part)
SMILES | AID2073 | KOR beta-arrestin-1 | West Nile antiviral | Dengue-2 NS5 capping | NOD1 inhibition | HEK293 NOD2/NF-kB | Yfh1-depleted yeast | HIV fusion peptide | KOR beta-arrestin-2 | others
COc1ccc(N2C(=O)C3CCCN3C2c2ccc(C)o2)cc1Cl (configuration not stated) | 8% | 2.1% | -0.3% | -5% | -32% | -3% | i | -3.7% | 0%
COc1ccc(C(C(=O)NC2CCCC2)N(C(=O)c2ccoc2C)c2cc(C)cc(C)c2)cc1 (configuration not stated) | 3% | 4.5% | 0.0% | -1% | -22% | -17% | i | -1.9% | -24%
COc1cc(NS(=O)(=O)c2ccc(Nc3nc(-c4ccccn4)cs3)cc2)nc(OC)n1 | 16% | nt | 1.1% | -7% | -23% | 2% | i | 19% | -18%[20 µM]
CCc1ccc(OCc2nnc(SCC(=O)Nc3cccc(C(=O)N4CCOCC4)c3)o2)cc1 | 1% | 2.1% | 0.3% | 5% | -28% | 4% | i | -1.4% | -24%
S=c1[nH]ncc2ccccc12 | -27% | -8.3% | 0.0% | -3% | -7% | -12% | i | 7.7% | -47%
CN1CCN(C(=O)C2CCN(S(=O)(=O)c3ccc4c(c3)oc(=O)n4C)CC2)CC1 | 3% | -0.4% | 0.1% | 1% | -6% | 5% | i | -0.6% | -28%
COCc1ccc(C(=O)NC2CCCc3c2cnn3-c2ccc(C)c(C)c2)o1 (configuration not stated) | 12% | -1.8% | -1.2% | -8% | 10% | 29% | nt | 1.3% | -13%
COc1cccc(-c2cc3nc(-c4ccccc4)cc(=O)n3[nH]2)c1 | 31% | -7.1% | 3.1% | 12% | -6% | -151% | nt | 2.5% | -37%
COc1cc(NC(=O)c2nccn2C)cc(C(=O)Nc2cccc(C(F)(F)F)c2)c1 | 32% | 4.9% | 0.2% | -7%&-1% | -4% | -18% | i | 2.2% | -30%
COc1cccc(C=Nc2ccc(C)c(F)c2)c1O | -2% | 5.3% | -0.3% | 2% | -22% | 1% | i | -0.7% | 4%
Cc1[nH]c(C)c(S(=O)(=O)NCC(C)c2ccccc2)c1C(=O)N1CCCCC1 (configuration not stated) | -5% | 4.0% | -0.3% | 8% | -12% | -9% | nt | -0.6% | -27%
C[N+](C)(C)CC/C=C1/c2ccccc2CSc2ccccc21 | -4% | -6.4% | -0.1% | 2% | -24% | 11% | i | -2.1% | 7%
CCCN1Cc2cccc(C(=O)N3CCN(c4ccc(F)cc4)CC3)c2C1=O | -5% | -3.4% | -0.2% | -8% | -3% | -4% | i | -1.8% | -8%
COC(=O)c1nnn(-c2nonc2N)c1COc1ccc(C=O)cc1OC | ? | 4.8% | 1.2% | -3% | -19% | 0% | i | 3.4% | -7%
COCCCNC(=O)Cn1nnc(-c2ccc(NC(=O)c3cccnc3)cc2)n1 | 0% | -1.7% | 0.2% | nt | -31% | 9% | i | 0.6% | -4%
O=C1c2ccccc2C(=O)N1CCCc1nc(-c2cccnc2)no1 | -4% | 2.4% | -0.1% | -3% | -11% | -8% | i | -0.6% | -13%
FC(F)(F)c1cccc(OCCN2CCN(Cc3ccccc3)CC2)c1 | -2% | -2.6% | -1.2% | -8% | 6% | 6% | i | 3.9% | -4%
CCCCC(CC)CNC(=O)C1CCCN(S(=O)(=O)c2cnc[nH]2)C1 (configuration not stated) | -4% | -2.7% | 1.6% | -1% | -2% | -4% | i | 0.6% | 25%
CSc1nc(-c2ccco2)cc(C(F)(F)F)c1C#N | 0% | -1.3% | -0.6% | -13% | -12% | 4% | i | 6.6% | 2%
Cc1ccccc1-n1c(C)cc(/C=N/NC(=O)c2ccncc2)c1C | 6% | 1.8% | 0.7% | -9% | -77% | -20% | i | -2.8% | -92%
COc1ccc2c(c1)[nH]c1c(=O)n(/N=C/C3C(C)C=C(C)CC3C)c(=O)[nH]c12 (configuration not stated) | 31% | 1.2% | 0.9% | -1% | -44% | 8% | i | 1.7% | -10%
CCN(CC)S(=O)(=O)c1cccc(NC(=S)NC(=O)/C=C/c2ccc(S(=O)(=O)N3CCOCC3)cc2)c1 | 19% | 5.4% | -0.4% | 3% | 45% | 9% | i | 3.4% | 22%
CCOc1ccc(N(CC(=O)Nc2ccccc2Cl)S(C)(=O)=O)cc1 | 37% | -5.3% | -1.0% | -10% | 11% | -35% | nt | -1.2% | 26%
O=C(Nc1ccn(Cc2ccc(Cl)cc2)n1)c1ccc2c(c1)OCO2 | 1% | 8.4% | -1.0% | -7% | -31% | -57% | i | -0.3% | 6%
O=c1[nH]c(C2CCN(S(=O)(=O)c3ccccc3C(F)(F)F)CC2)nc2c1nnn2Cc1ccccc1 | 13% | 2.7% | -0.5% | 15% | -2% | -1% | nt | 0.9% | -19%
C=CCOc1ccccc1CN1CCCCCC1 | 6% | -4.3% | 0.0% | -7% | -21% | -18% | nt | 1.9% | -42%[20 µM]
CCc1cc(-c2n[nH]c(C)c2Oc2ccc(C(C)C)cc2)c(O)cc1O | 16% | -5.9% | -0.1% | 0% | 19% | 10% | i | 2.7% | -10% | Dengue-2 NS5 capping pilot replicate=1.4
COc1cc(OC)cc(C(=O)NCCCNC(=O)c2cccnc2)c1 | 1% | -3.4% | 0.7% | -2% | -7% | -12% | nt | 1.3% | 1%
COc1ccc(NC(=O)COC(=O)c2c3c(nc4ccccc24)CCCC3)cc1 | 24% | 6.8% | 1.4% | -5% | 33% | -27% | i | 2.4% | -29%
CSCCC(NS(=O)(=O)c1ccc2ccccc2c1)C(=O)OCC(=O)c1ccc(C(C)C)cc1 (configuration not stated) | 7% | 8.0% | -0.4% | -5% | -30% | 7% | i | -0.8% | -38%
CC1=C(C(=O)OCCNC(=O)c2ccccc2O)C(c2ccccc2[N+](=O)[O-])C(C(=O)OCC2CCCO2)=C(C)N1 (configuration not stated) | 8% | 3.8% | 0.7% | -4% | -3% | 13% | i | -2.4% | 17%
CCC(C)(CCNC(=O)Cc1ccccc1)c1ccccc1OC (configuration not stated) | 14% | -5.4% | -1.2% | -4% | 2% | -19% | nt | 1.2% | 27%
COc1cccc(CC(=O)NNC(=O)c2ccc3c(c2)OCO3)c1 | 0% | -1.0% | -0.4% | -2% | -22% | 1% | nt | -0.9% | -8%
COCCn1c(CN2CCN(C(=O)c3ccco3)CC2)nc2c1c(=O)n(C)c(=O)n2C | 17% | 10% | -0.5% | 4% | 28% | 18% | nt | 0.9% | -28%
CCOC(=O)c1cnn(-c2ccccc2)c1-n1cccc1C(=O)C(=O)N(C)C | 13% | -6.0% | -1.0% | 0% | -12% | 3% | i | 0.1% | -6%
C/C(=N\NC(=O)c1nnn(-c2nonc2N)c1CSc1ccccc1)c1cccnc1 | 6% | 1.9% | 0.9% | -3% | -4% | 9% | nt | -2.0% | -25%
CC1(C)CN(c2ccccc2)N(Cc2ccc(F)cc2)C1=O | -2% | 1.0% | 0.3% | -4% | 5% | 8% | i | -0.4% | -27%
O=c1[nH]c(=O)n(Cc2ccco2)c2c1C(C(F)(F)F)(C(F)(F)F)N=C(Cc1ccccc1)N2 | -5% | 0.4% | 1.5% | 1% | 24% | 27% | i | 3.8% | 20%
O=C(c1ccc(S(=O)(=O)Cc2cc(F)ccc2F)c([N+](=O)[O-])c1)N1CCCCC1 | 1% | -2.0% | -1.2% | -1% | nt | nt | i | -2.3% | 2%
O=C(NCCS(=O)c1ccc(Cl)cc1)c1cccc(Cl)c1 (configuration not stated) | -10% | -2.6% | 0.0% | nt | -11% | -2% | i | -1.8% | 1%
COc1ccc(NC(=O)C2CCCN2S(=O)(=O)c2ccc3c(c2)CCC(=O)N3)c(OC)c1 (configuration not stated) | 1% | -0.6% | -0.4% | 1% | 4% | 1% | i | 2.0% | -8%
Cc1ccc(S(=O)(=O)N2CCOCC2)cc1C(=O)NC1CCSc2ccccc21 (configuration not stated) | -3% | 2.9% | -0.4% | 1% | -14% | 16% | nt | -1.4% | 27%
COc1cc(C2C(C(=O)c3cccs3)=C(O)C(=O)N2c2cc(C)on2)ccc1O (configuration not stated) | -4% | -3.7% | 0.1% | 10% | -6% | -1% | i | 0.0% | -44%

High-throughput results deposited in PubChem by several laboratories.
